# TRAIL sens C8 – caspase-8 TRAIL sensitization. NB7+C8 cells + TRAIL, ATPlite viability luminescence. inhibition (viability loss, TRAIL sensitization), % at 10 µM. 360,000 compounds, 1% hits;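 active = compounds causing at least 50% loss of cell viability in the single-dose screen, relative to plate controls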
# TROY signal inh – inhibitors of TROY-dependent NF-kB signaling; Q293 LMP1-TROYcd NF-kB luciferase reporter, 4 h; inhibition, % at 10 µM; 360,000 compounds, 0.98% hits; AID 1347056;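 active = compounds whose plate-normalised and pattern-corrected inhibition of the luciferase reporter signal at the single screening dose is 50% or more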
# SRC3 inh – human NCOA3 inhibition; inhibition, % at 3.6 µM; HEK293 GAL4-SRC3 luciferase reporter, luminescence; 360,000 compounds, 0.17% hits;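 active = inhibition above a per-campaign cutoff, the mean of all compounds plus 3 SD, cut at about 60% in these data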;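 note: 0% = DMSO-treated cells and 100% = gossypol-treated cells at 36 µM; higher means less SRC3-driven luciferase light from the GAL4 reporter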
# CF NFkB inh – inhibitors of cystic fibrosis induced NF-kB | KKLEB NF-kB-GFP reporter, PAF-induced, GFP fluorescence overnight | inhibition, % at 5 µM | 360,000 compounds, 0.86% hits | AID 588850;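 active = at least 50% inhibition at 5 µM, scaled per plate between neutral and stimulator controls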;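 note: PAF is a Pseudomonas aeruginosa culture filtrate used as stimulus; plate controls were PAF-stimulated DMSO wells for no effect and unstimulated DMSO wells for full effect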
# KKLEB cytotox – CF airway cell cytotoxicity counter-screen; activity change (cytotoxicity), % at 5 µM; 360,000 compounds, 0.36% hits; KKLEB CF airway cells viability, ATPlite luminescence, overnight; hits give low values; cells stimulated with P. aeruginosa culture filtrate; AID 602141;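 active = corrected activity change at or below -50% at 5 µM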
# LMP1 NFkB inh – inhibitors of Epstein-Barr LMP1-induced NF-kappaB reporter; LMP1-induced NF-kappaB luciferase reporter cells, luminescence; inhibition, % at 12.5 µM; 350,000 compounds, 0.69% hits; in the data active = inhibition above about 41%;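 note: 0% = neutral control wells and 100% = reference inhibitor control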
# NR5A2 inv ag – suppresses constitutive activity of human LRH-1. O00482. HEK293T StAR-luciferase reporter, LRH-1 transfected, 24 h. inhibition, % at 3.6 µM. 360,000 compounds, 0.13% hits;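 active = inhibition above the mean inhibition of all tested compounds plus 3 SD, cut at about 73% in these data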;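 note: 0% = DMSO wells and 100% = reporter-only cells lacking LRH-1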
# Target sequence (O00482 whole entry, looked up): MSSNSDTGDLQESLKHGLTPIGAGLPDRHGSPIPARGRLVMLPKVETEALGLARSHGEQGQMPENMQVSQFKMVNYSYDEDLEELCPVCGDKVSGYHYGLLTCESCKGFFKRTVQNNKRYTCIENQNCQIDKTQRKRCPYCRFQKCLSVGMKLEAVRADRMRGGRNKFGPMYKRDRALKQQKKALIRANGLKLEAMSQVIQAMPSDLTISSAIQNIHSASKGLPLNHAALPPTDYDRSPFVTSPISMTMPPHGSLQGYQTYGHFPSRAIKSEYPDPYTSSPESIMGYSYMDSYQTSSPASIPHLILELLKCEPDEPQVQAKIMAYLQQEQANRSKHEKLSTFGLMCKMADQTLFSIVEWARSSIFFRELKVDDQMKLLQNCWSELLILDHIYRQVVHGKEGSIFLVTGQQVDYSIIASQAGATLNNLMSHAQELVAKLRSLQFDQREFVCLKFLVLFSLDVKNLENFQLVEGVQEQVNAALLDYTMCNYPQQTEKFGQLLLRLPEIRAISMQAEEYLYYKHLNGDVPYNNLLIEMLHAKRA
# SRC1 inh – inhibits human SRC1 coactivator | Q15788 | HEK293 GAL4-SRC1 luciferase reporter, luminescence | inhibition, % at 3.6 µM | 360,000 compounds, 0.12% hits;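 active = inhibition above the campaign mean plus 3 SD, with each screening campaign given its own cutoff, cut at about 60% in these data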;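 note: 0% = DMSO treated cells and 100% = gossypol at 36 µM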
# COUP-TFII inh – blocks human COUP-TFII nuclear receptor; P24468; HEK293T NGFI-A luciferase reporter, luminescence; 370,000 compounds, 0.7% hits; inhibition, % at 8.6 µM; AID 686940;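 active = inhibition above a per-plate cutoff, mean inhibition of test wells between control levels plus 3 SD, cut at about 38% in these data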;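 note: cells cotransfected with COUP-TFII expression vector driving the NGFI-A reporter; 0% = median of COUP-TF2 test wells and 100% = reporter-only cells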
# Target sequence (P24468 whole entry, looked up): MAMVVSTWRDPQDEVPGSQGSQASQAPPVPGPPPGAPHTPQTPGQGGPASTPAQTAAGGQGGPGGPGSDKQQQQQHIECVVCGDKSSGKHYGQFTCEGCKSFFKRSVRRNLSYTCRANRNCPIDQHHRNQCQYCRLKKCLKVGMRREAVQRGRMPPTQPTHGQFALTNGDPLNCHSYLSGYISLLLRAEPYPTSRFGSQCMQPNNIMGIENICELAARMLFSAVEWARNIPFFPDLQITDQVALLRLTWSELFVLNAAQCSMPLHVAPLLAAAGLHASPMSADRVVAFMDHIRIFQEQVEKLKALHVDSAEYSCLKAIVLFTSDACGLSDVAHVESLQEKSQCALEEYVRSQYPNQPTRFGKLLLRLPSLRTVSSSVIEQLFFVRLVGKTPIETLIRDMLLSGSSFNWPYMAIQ
# TWEAK-Fn14 inh – blocks TWEAK-Fn14 interaction in a reporter cell assay; TWEAK-stimulated Fn14 reporter cells, luciferase luminescence, 8 h; inhibition, % at 10 µM; 360,000 compounds, 2% hits; AID 1159606; in the data active = inhibition above about 50%
# Shn3 3UTR inh – reduces Shn3 3'UTR luciferase signal in osteoblasts. Clone20 osteoblast Shn3 3'UTR firefly luciferase, 24 h. inhibition, % at 12.5 µM. 360,000 compounds, 0.52% hits. AID 588674;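 active = mean inhibition of at least 75% with every replicate also reaching 75%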;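 note: 0% = median of neutral control wells and 100% = pilot-screen positive control compound; some compounds past the cut are filed as inactive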
# * hit, by the source's call; . = no result given. Only part of the results is shown. The share of hits here may be higher or lower than overall.
SMILES,TRAIL sens C8,TROY signal inh,SRC3 inh,CF NFkB inh,KKLEB cytotox,LMP1 NFkB inh,NR5A2 inv ag,SRC1 inh,COUP-TFII inh,TWEAK-Fn14 inh,Shn3 3UTR inh
Cc1cccc2cc(COC(=O)c3ccccc3)c(=O)[nH]c12,-7,2,-12,-14,0,-2,17,1,2,-12,3
Oc1c(C(c2cccs2)N2CCC3(CC2)OCCO3)sc2ncnn12 (stereo not drawn),-4,6,-6,12,-4,-1,2,-21,0,6,88*
CCC(C)c1ccccc1O (stereo not drawn),-6,-10,16,6,7,2,7,-39,6,3,-10
CCOC(=O)N1CCN(C(=O)c2ccc(S(=O)(=O)Nc3ccccc3)cc2)CC1,20,4,1,7,-3,8,-9,-11,2,-7,21
C=CCNc1ncnc2c1ncn2[C@H]1CN(Cc2cc(OC)c(OC)c(OC)c2)C[C@@H](CO)O1,-17,4,6,11,-8,.,3,7,-7,4,1
O=c1[nH]c2ccccc2nc1Cc1ccccc1,-7,.,-5,11,2,1,6,-2,-7,5,8
CN(Cc1ccc(Cl)cc1)C(=O)COC(=O)CSc1ccc([N+](=O)[O-])cc1,-20,18,-2,-2,4,6,-11,-8,14,3,22
O=C(Cn1c(=O)oc2cc(S(=O)(=O)N3CCCCC3)ccc21)N1CCc2ccccc2C1,-1,9,-4,13,-6,-8,0,-1,10,-6,14
Cc1ccc(-n2ncc(Cl)c2C(=O)NCc2ccccc2)cc1,-13,-33,-66,23,-14,20,-56,-46,-23,15,-73
CC1CN(CC(O)COc2ccc(C(=O)c3ccccc3)cc2)CC(C)O1 (stereo not drawn),14,-19,19,-11,10,0,1,9,4,-6,-4
Cc1cc(=O)n(-c2ccc3ccccc3n2)[nH]1,15,20,-16,-20,9,-6,1,-1,-3,20,-8
C[C@H]1CN([C@@H](C)CO)S(=O)(=O)c2ccc(/C=C/c3ccccc3)cc2O[C@H]1CN(C)C(=O)NC1CCCCC1,12,22,-15,-19,8,8,15,0,21,27,-12
Cc1c(C(=O)NCc2cccc(Cl)c2)sc(=O)n1Cc1cccc(F)c1,8,-4,1,-7,-2,.,1,14,17,-7,-13
CNS(=O)(=O)c1ccc2c(c1)NC(=O)C1CCCN21 (stereo not drawn),-11,4,2,-30,8,-3,10,-13,4,39,0
COc1ccc(CC(NC(C)=O)C(=O)NC2CCN(C(=O)Nc3ccccc3Cl)CC2)cc1OC (stereo not drawn),19,-10,12,4,-5,-10,6,-1,7,1,5
Cc1cccc(NC(=O)c2cc(NC(=O)c3ccco3)ccc2N2CCCCC2)c1,-4,5,14,-12,-4,8,-15,-10,.,-50,-1
NS(=O)(=O)c1ccc(CNC(=O)c2ccc(C(=O)c3ccccc3)cc2)cc1,0,-3,-15,21,-9,6,-3,8,-3,-14,9
CCOC(=O)c1cnn(-c2nc(-c3ccc(C)cc3)cs2)c1C(F)(F)F,0,-15,17,6,8,-5,-2,-11,1,21,6
O=C(NCc1ccc(OC(F)(F)F)cc1)c1ccc2c(c1)S(=O)(=O)c1ccccc1C2=O,2,-8,8,10,-7,-2,-5,8,9,-14,67
COc1ccc(NC(=O)CN(C)S(=O)(=O)c2ccc(Br)s2)cc1,17,6,5,-18,4,2,18,-2,-1,22,-4
CC[C@@]1(C(=O)OC)N[C@H](CN(C)C(=O)COc2ccccc2)[C@@H]2C(=O)N(Cc3ccccc3)C(=O)[C@@H]21,-8,-2,7,10,3,-20,-6,1,-4,7,1
CC(=O)COc1cc2c(-c3cc4ccccc4o3)cc(=O)oc2cc1C,4,0,0,-193,2,-11,-9,-14,-2,-34,8
Cc1cc(C)c(C(=O)C(C)OC(=O)C2=COCCO2)cc1C (stereo not drawn),4,-4,4,-1,1,0,13,1,-6,2,-12
Cc1cc(C)c(Nc2ncccc2C(=O)O)c(C)c1,-7,-3,11,-10,6,-4,4,-5,15,3,-5
Cc1c(C(=O)NCCC#N)sc(=O)n1Cc1ccc(C(=O)N(C)C)cc1,-2,-7,13,13,-18,.,4,-36,-18,0,15
O=C(CNc1cccc([N+](=O)[O-])c1)N/N=C/c1ccc(F)cc1,-3,-7,4,1,8,1,-1,-18,-6,13,13
CCN(CC(=O)Nc1ccc(NC(C)=O)cc1)C(=O)CN1C(=O)NC2(CCCC2)C1=O,-6,4,8,-14,24,-1,9,-8,5,-9,-14
CCOC(=O)C1CCN(C(c2cccc(OC)c2)c2sc3nc(C)nn3c2O)CC1 (stereo not drawn),-1,1,-24,8,6,-1,4,6,7,6,-22
CC1C(=O)Nc2ccc(S(=O)(=O)NCc3ccc(Cl)cc3)cc2NC1=O (stereo not drawn),5,12,-2,24,-5,2,-2,2,17,-2,7
CC(=O)N1c2ccc(S(=O)(=O)NC(CC(=O)O)c3ccc(Br)cc3)cc2CC1C (stereo not drawn),-14,-7,18,-2,-4,-2,11,11,2,-8,-12
Nc1nonc1-c1noc(CCCOc2ccc(Cl)cc2Cl)n1,-1,-38,4,-10,-2,-8,-15,-5,-5,0,11
Cc1noc(C)c1COc1ccc(C(=O)OCC(=O)NCCN2C(=O)CSC2=O)cc1,-2,0,5,-4,1,10,6,2,-12,-14,6
Nc1ccccc1C(=O)NN=Cc1cccc([N+](=O)[O-])c1,59*,-56,-97,15,-11,.,-146,-100,-35,10,-88
CCN1CCN(c2cc(C)c3cc(NC(=O)c4ccc(Br)o4)ccc3n2)CC1,23,-59,-2,-8,-10,26,-29,-9,-18,-45,-35
Cc1cc(C)c2nc(NC(=O)c3ccc4c(=O)n5c(nc4c3)CCCCC5)sc2c1,29,-3,4,5,-4,14,9,-16,10,25,10
CCOC(=O)C1=NOC(COc2ccccc2C=O)C1 (stereo not drawn),0,-2,3,-14,11,3,3,1,6,-21,3
O=C(CCC(=O)c1cccs1)NCc1cccc(C(F)(F)F)c1,9,-12,6,29,-16,-1,3,-13,2,14,-28
CC(C)(C)OC(=O)[C@H](Cc1ccccc1)NC(=O)c1[nH]cnc1C(=O)Nc1cccc(Cl)c1,31,-10,-3,22,-18,4,-3,2,-11,14,3
C/C(COc1ccccc1)=N\NC(=O)c1nnn(-c2nonc2N)c1-c1ccc(C)cc1,-2,-10,-8,-49,9,4,8,14,8,-4,-14
CCOC(=O)N1CCN(C(=O)c2ccccc2NC(=O)c2ccc(F)cc2)CC1,-4,-12,23,-23,4,2,12,-24,-8,29,-21

# Structures from the list above that have two or more sulfur atoms:
SMILES,TRAIL sens C8,TROY signal inh,SRC3 inh,CF NFkB inh,KKLEB cytotox,LMP1 NFkB inh,NR5A2 inv ag,SRC1 inh,COUP-TFII inh,TWEAK-Fn14 inh,Shn3 3UTR inh
Oc1c(C(c2cccs2)N2CCC3(CC2)OCCO3)sc2ncnn12 (stereo not drawn),-4,6,-6,12,-4,-1,2,-21,0,6,88*
COc1ccc(NC(=O)CN(C)S(=O)(=O)c2ccc(Br)s2)cc1,17,6,5,-18,4,2,18,-2,-1,22,-4

# The listing continues.
SMILES,TRAIL sens C8,TROY signal inh,SRC3 inh,CF NFkB inh,KKLEB cytotox,LMP1 NFkB inh,NR5A2 inv ag,SRC1 inh,COUP-TFII inh,TWEAK-Fn14 inh,Shn3 3UTR inh
COCCN1C(=O)/C(=C/c2cc3c(cc2Br)OCO3)NC1=S,1,-9,-6,5,0,-4,4,-65,-1,12,-14
Cc1cccc(C)c1NC(=O)CCCCCNS(=O)(=O)c1ccccc1,-1,12,3,25,1,1,4,0,-3,6,-4
CC(CNCc1ccc2c(c1)OCO2)NCc1ccc2c(c1)OCO2 (stereo not drawn),-11,8,-2,10,-13,-3,-16,-16,-1,-6,18
CC(C)c1ccc(C2CC(=O)N3CN(C)CSC3=C2C#N)cc1 (stereo not drawn),8,8,7,8,0,0,17,3,.,-2,7
CCn1c(SCC(=O)NC2CC2)nnc1-c1ccc(C)cc1,-1,-7,0,23,3,5,-2,-37,9,-14,23
O=C(COC(=O)c1ccccn1)NCc1ccc(Cl)cc1Cl,-13,-32,-13,-19,-1,3,-9,-28,4,-9,-2
CCOc1ccc(/C=N/NC(=O)c2ccoc2C)cc1OC,-2,-55,-81,-5,6,-16,-126,-72,-46,-2,-74
COC(=O)c1cc(-c2c(-c3cc(OC)c(OC)c(OC)c3)noc2C)cc([N+](=O)[O-])c1,8,-6,4,-4,-10,6,-6,7,-6,-31,-9
O=NN(C(=O)NC1CCC(C(=O)O)CC1)C1CCC(C(=O)O)CC1 (stereo not drawn),-7,-12,4,-12,4,.,19,-1,-8,-1,25
COc1ccccc1NC(=O)Cc1noc(CSc2nnc(C)s2)n1,-41,4,8,-12,-16,-3,-4,-8,-13,-2,16
CCN(c1ccc(NC(=O)CCNC(=O)c2ccco2)cc1)C(C)C,0,7,-7,-8,5,3,13,-4,-5,-17,-1
Cc1ccc(-c2nn(-c3ccccc3)cc2CNCc2ccccc2)cc1,16,-12,-2,11,-16,-13,1,-9,6,-30,44
Cc1ccc(S(=O)(=O)N(C)c2ccc(OC(=O)c3cccs3)cc2)cc1,14,23,7,-4,14,3,12,10,-7,-2,-11
COc1ccc(N=Cc2[nH]c3ccccc3c2O)cc1,0,17,-13,0,-5,-13,-9,-7,-20,16,-47
O=C(Nc1ccc2c(c1)nc1n2CCN(Cc2ccccc2)C1)NC1CCCCC1,8,-9,-7,-8,10,-5,-19,-4,2,-46,-30
CC(C)OCCCn1c(=NC(=O)c2cccs2)c(C#N)cc2c(=O)n3ccccc3nc21,1,-1,-39,9,-7,.,3,3,1,-5,6
CCOC(=O)c1ccc(NC(=O)C2CCN(S(=O)(=O)c3ccccc3)CC2)cc1,13,18,15,-5,16,-2,11,1,10,-1,15
Cc1c(C(=O)N/N=C/c2cccc(O)c2)nnn1-c1nonc1N,-6,-21,-24,-2,12,1,-1,-36,3,-11,-1
Cc1cc(=O)oc2cc(Oc3ccc(C(N)=O)cc3[N+](=O)[O-])ccc12,-19,50,-3,9,10,4,-2,1,-4,30,11
Cc1ccc(CNC(=O)C2CCN(S(=O)(=O)c3cccnc3)CC2)cc1,11,19,-3,0,1,8,-17,13,-4,10,4
O=C(CCCCn1c(=O)c2ccccc2n(Cc2ccc(Cl)cc2)c1=O)NCc1ccco1,16,-6,9,10,-12,11,-7,-16,-15,18,16
Cc1ccccc1OCCC(=O)N1CCN(S(=O)(=O)c2ccccc2F)CC1,4,-4,-17,18,-5,-2,9,13,12,-5,15
Nc1c(Cl)cc(C2=NCCn3c2c2ccc([N+](=O)[O-])cc2[n+]3[O-])cc1Cl,-14,-18,-8,-14,-2,-20,18,-21,-9,1,7
CCOC(=O)c1cnc(SC)nc1Oc1cccc(NS(=O)(=O)c2ccccc2)c1,-8,-10,0,14,4,-3,-13,-17,15,55*,75
COc1ccc(CN2C(=O)C(CC(=O)NCc3cccs3)CC(C(=O)N(C(C)C)C(C)C)=C2C)cc1 (stereo not drawn),-1,7,1,-3,3,1,-31,-7,-6,-4,3
CCOC(=O)c1ccc2nc(NC(=O)c3ccco3)sc2c1,27,9,-124,8,-4,5,-155,-274,-23,46,-32
Cc1ccccc1-c1cc(C(=O)NCc2cccc(C(F)(F)F)c2)n(CC2CC(c3cccnc3)=NO2)n1 (stereo not drawn),2,12,18,2,-6,10,13,16,25,-34,4
O=c1c2c(nc3n1CCCCC3)-c1ccccc1CC21CCCC1,-4,4,-2,-11,-7,-10,27,-12,21,-3,53
